# Screening data (PubChem)
# FAS-TE inh: FAS thioesterase domain inhibitors, primary screen, biochemical, fluorescence intensity, uHTS. Fatty acid synthase (Homo sapiens), P49327. recombinant FAS-TE, OMFH fluorogenic substrate, fluorescence endpoint. inhibition, % at 15 µM. 360,000 tested, 0.67% active. AID 602261, 2012;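 active means compounds whose normalised, plate-corrected inhibition of enzyme fluorescence in the single-dose primary screen is 50% or more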;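 further: 0% = DMSO with enzyme and 100% = substrate without enzyme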
# MsrA inh: bovine MsrA enzyme inhibitors, primary screen, biochemical, absorbance, HTS; Methionine sulfoxide reductase A (Bos taurus); purified bovine MsrA, absorbance read-out; inhibition, % at 15.5 µM; 360,000 tested, 0.75% active; in the data active means inhibition above about 4.5%;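 further: 0% = vehicle wells with enzyme and 100% = reference inhibitor wells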
# bovine MsrA act: bovine MsrA enzyme activators, primary screen, biochemical, absorbance, HTS; Methionine sulfoxide reductase A (Bos taurus); purified bovine MsrA, absorbance read-out; activation, % at 10.6 µM; 360,000 tested, 0.3% active; in the data active means activation above about 7.5%;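 further: 0% = vehicle and 100% = reference activator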
# MT1-MMP act inh: blockers of MT1-MMP proenzyme processing, primary screen, HT1080 RFP-PRO-GFP cells, GFP/RFP fluorescence | Matrix metalloproteinase-14 (Homo sapiens), P50281 | GFP/RFP ratio fluorescence, overnight; percent of plate control window, DMSO zero | GFP/RFP ratio change, % at 20 µM | 360,000 tested, 0.061% active | AID 651647, 2012;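 active means GFP/RFP ratio change of at least 30% with cell ATP level not reduced by more than half and red fluorescence within 50% of control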; further: strong numbers were not always called active
#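 Test system: HT1080 cells expressing an RFP-PRO-GFP fluorescent reporter construct / Compound dosing: single-point 20 µM compound, 1% DMSO / Schedule: cells overnight before dosing, compound overnight, 37 °C, 5% CO2 / Evaluation: GFP/RFP fluorescence ratio / Control set: DMSO and RFP-L50D-GFP cell wells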
# Rin1-Abl PPI inh: inhibitors of Rin1-Abl protein binding, primary screen, biochemical, TR-FRET. Tyrosine-protein kinase ABL1 (Homo sapiens) + Ras and Rab interactor 1 (Homo sapiens), …. inhibition, % at 7.35 µM. 360,000 tested, 0.4% active. AID 588664, 2011; in the data active means inhibition above about 5%, passing the limit was not always enough
# PABP1 MLLE inh: inhibitors of PABP1 MLLE–PAM2 peptide binding, primary screen, biochemical, fluorescence polarization, FITC-PAM2, GST-MLLE; Polyadenylate-binding protein 1 (Homo sapiens), P11940; 360,000 tested, 0.36% active; inhibition, % at 20 µM; AID 588489, 2011; in the data active means inhibition above about 35%, passing the limit was not always enough;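 further: plate controls were DMSO wells with GST-MLLE for no effect and wells lacking GST-MLLE protein for full effect; some results filed as inactive read as strong as hits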
# CSN inh: inhibitors of CSN-mediated cullin deneddylation, primary screen, biochemical, fluorescence polarization, uHTS. COP9 signalosome complex subunit 5 (Homo sapiens), Q92905. Purified CSN, SCF-Nedd8-OG deneddylation. inhibition, % at 12.5 µM. 360,000 tested, 0.38% active. AID 651999, 2013;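 active means pattern-corrected inhibition above about 35%, with an unprinted fluorescence ratio check between 0.5 and 1.5, limit read from the data, passing the limit was not always enough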;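 further: 0% = enzyme with substrate and 100% = substrate without enzyme; some results filed as inactive read as strong as hits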
#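 Test system: purified human Csn5 enzyme expressed in HEK293T cells. Amount: 0.24 nM enzyme. Reagent: SCFSkp2-Nedd8OG substrate at 10 nM final. Schedule: 90 min incubation of compound, enzyme and substrate at room temperature. Detection: fluorescence polarization. Read-out: % inhibition of substrate cleavage by Csn5.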
# Rpn11 block: Rpn11 (PSMD14) deubiquitinase inhibitors, primary screen, biochemical, fluorescence polarization, uHTS; 26S proteasome non-ATPase regulatory subunit 14 (Homo sapiens), O00487; human 26S proteasome, Ub4-pepOG fluorescence polarization; 20S core pre-blocked with epoxomicin; calls only at 20 µM; 360,000 tested, 0.59% active;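 active means inhibition at 20 µM, scaled to each plate's controls, above about 33%, limit read from the data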
# Target sequence (O00487 whole entry, looked up): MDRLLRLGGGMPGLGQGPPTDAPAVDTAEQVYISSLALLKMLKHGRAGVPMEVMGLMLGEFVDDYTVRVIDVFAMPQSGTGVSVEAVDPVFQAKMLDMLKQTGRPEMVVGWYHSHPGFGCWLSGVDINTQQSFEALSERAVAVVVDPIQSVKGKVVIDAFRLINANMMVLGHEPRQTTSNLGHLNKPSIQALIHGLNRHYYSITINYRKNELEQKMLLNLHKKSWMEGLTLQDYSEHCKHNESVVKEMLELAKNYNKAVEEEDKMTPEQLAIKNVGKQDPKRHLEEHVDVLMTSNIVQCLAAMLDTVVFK
# eLon inh: inhibitors of E. coli Lon protease, primary screen, biochemical, fluorescence polarization | 360,000 tested, 0.42% active | inhibition, % at 7.94 µM | purified E. coli Lon protease | P0A9M0 | AID 602123, 2011; in the data active means inhibition above about 13%, passing the limit was not always enough;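 further: 0% = enzyme with probe and DMSO and 100% = no enzyme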
# Target sequence (P0A9M0 whole entry, looked up): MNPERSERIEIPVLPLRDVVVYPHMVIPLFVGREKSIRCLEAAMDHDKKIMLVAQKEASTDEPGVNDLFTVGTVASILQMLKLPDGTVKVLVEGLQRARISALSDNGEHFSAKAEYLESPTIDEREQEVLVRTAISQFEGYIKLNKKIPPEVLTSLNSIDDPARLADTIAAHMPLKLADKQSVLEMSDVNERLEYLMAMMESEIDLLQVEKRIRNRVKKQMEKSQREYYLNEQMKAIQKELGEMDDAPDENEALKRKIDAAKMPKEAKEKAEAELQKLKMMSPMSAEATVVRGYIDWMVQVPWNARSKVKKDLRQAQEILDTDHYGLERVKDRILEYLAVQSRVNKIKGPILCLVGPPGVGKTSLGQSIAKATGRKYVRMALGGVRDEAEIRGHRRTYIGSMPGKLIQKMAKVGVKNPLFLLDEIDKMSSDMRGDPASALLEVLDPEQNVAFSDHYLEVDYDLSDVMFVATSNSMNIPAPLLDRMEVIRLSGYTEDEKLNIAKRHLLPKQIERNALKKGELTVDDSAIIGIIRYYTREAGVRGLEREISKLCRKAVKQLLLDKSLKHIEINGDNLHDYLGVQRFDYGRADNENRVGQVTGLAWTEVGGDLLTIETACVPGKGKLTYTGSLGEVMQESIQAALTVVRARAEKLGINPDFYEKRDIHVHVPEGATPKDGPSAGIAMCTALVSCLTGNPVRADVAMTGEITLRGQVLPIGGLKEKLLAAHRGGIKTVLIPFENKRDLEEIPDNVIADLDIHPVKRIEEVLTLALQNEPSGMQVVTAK
# * hit, by the source's call; i = inactive; . = not tested or not shown; & = joins results of further samples. Rows are unselected; overall some 3.7% were active at least once.
molecule,FAS-TE inh,MsrA inh,bovine MsrA act,MT1-MMP act inh,Rin1-Abl PPI inh,PABP1 MLLE inh,CSN inh,Rpn11 block,eLon inh
CCOC(=O)C1=C(CC)Nc2ccccc2N=C1NC(=O)c1oc2ccccc2c1C,34,1.0,3,-22,1,16,0,i,6
COc1ccc(NC(=O)Cn2nnc(C(=O)NCCc3ccc(OC)c(OC)c3)c2N)cc1,-5,-0.4,-1,4,0,5,2,i,4
CC(C)(C)OC(=O)NCCCC[C@H](NC(=O)c1[nH]cnc1C(=O)N[C@@H](Cc1ccccc1)C(=O)OCc1ccccc1)C(=O)OC(C)(C)C,8,-0.5,1,8,1,4,0,i,1
CCCC(=O)Nc1c(-c2ccccc2)c(=O)c(C)nn1-c1ccc(C)cc1,-6,0.1,-2,5,0,9,1,i,2
C/C(=N\NC(=O)c1cccc([N+](=O)[O-])c1)c1cccnc1,0,0.8,-5,-4,3,2,1,i,-5
CC1(C)CC2(CCO1)CNC(=O)O2 (stereo not given),-6,0.7,-8,-1,-5,1,1,i,-6
COc1cccc(/C=N\NC(C)=O)c1OC/C=C/c1ccccc1,0,0.1,-1,1,-3,-8,1,i,0
CC1CCN(S(=O)(=O)c2cccc(-c3cn4cc(Cl)ccc4n3)c2)CC1,8,0.8,2,3,-1,0,-1,i,-1
CN(Cc1ccccc1)C(=O)c1ncn2c1C(=O)N(C)CC2,-7,-1.3,1,1,-1,7,-3,i,-8
COC(=O)[C@]12CCCCC=C1N(Cc1ccccc1)C(=O)[C@H](CC(=O)N1CCSCC1)C2,-8,-0.1,-2,3,.,.,1,.,-5
CCCCc1c(O)nc(SCC(=O)NCCc2ccc(OC)c(OC)c2)[nH]c1=O,-7,2.2,-8,-4,-1,10,1,i,3
Cc1cc(=O)n2nc(N3CCC(C(=O)NCc4ccccc4Cl)CC3)sc2n1,-8,2.5,-10,1,-1,-1,-2,i,-11
CCc1cccc(C)c1NC(=O)c1ccc(CN2CCc3ccccc3C2)cc1,5,-0.5,-2,2,1,-7,3,i,4
COc1cc(OC)c(C2=NOC(C(=O)N3CCCc4ccccc43)C2)cc1Cl (stereo not given),42,-1.0,4,5,1,-11,-2,i,-5
CCS(=O)(=O)N1CCN(C(=O)COc2ccc(-c3ccccc3)cc2)CC1,6,0.1,-1,4,-3,-9,-6,i,-3
COc1ccccc1/C=C/CN1CCSCC1,-4,1.1,-5,0,1,-7,-3,i,0
O=c1ccc2cc(S(=O)(=O)Nc3ccccc3F)ccc2o1,-7,-0.9,-4,-5,-1,-4,-2,i,4
CCCn1nnc(NC(=O)Cc2ccc(Cl)cc2)n1,-8,0.4,-2,4,1,8,-2,i,-2
Cc1ccccc1C(=O)c1cccn1CC(=O)NCCCN1CC(C)CC(C)C1 (stereo not given),-2,0.2,0,1,-1,2,-5,i,-1
O=c1cc(O)nc(SCc2ccccc2)n1-c1ccccc1,-3&-3,-1.1&-0.1,-5&-5,4&0,1&5,0&3,-11&1,i,-5&-3
O=C1c2cc(CO)cc(O)c2C(=O)c2c(O[C@@H]3OC(CO)[C@@H](O)[C@@H](O)[C@@H]3O)cccc21 (stereo not given in full),-9,-0.3,-8,-1,-9,-1,-2,i,6
CC(NS(=O)(=O)c1ccc2c(c1)oc(=O)n2C)c1ccccc1 (stereo not given),-23,-1.3,-3,-25,-1,6,14,.,-48
Cc1nn(C(=O)c2ccco2)c(C)c1Sc1ccccc1,12,-0.3,-4,-2,-2,-5,-2,i,-1
COC1(OC)C=CC(=O)C=C1NC(=O)c1ccccc1OC(C)=O,-6,1.5,-2,6,1,9,3,i,6
CC1(C(=O)NS(=O)(=O)c2ccc(Br)cc2)CCN1C(=O)CC1CCCCC1 (stereo not given),0,0.7,-9,-3,-3,11,-7,i,-5
COc1ccc(O)c(/C=c2/sc3nc4cc(C)c(C)cc4n3c2=O)c1,8,1.6,-1,2,3,4,-2,i,-13
Cc1ccccc1COC(=O)c1cc([N+](=O)[O-])ccc1N1CCOCC1,36,-0.4,-9,-3,-4,-5,1,i,-4
O=C(COc1ccc(Cl)cc1Cl)NCCN1CCCC1,-4,1.0,-3,4,-2,-9,0,i,2
OCC[C@@H]1C[C@@H](O)[C@H](O)[C@]2(Cc3ccccc3CO2)O1,-10,-0.6,-4,1,-1,-4,0,i,-2
CCCC1(C(=O)OCC)NC(c2ccc(N(C)C)cc2)C2C(=O)N(c3ccc(OCC)cc3)C(=O)C21 (stereo not given),4,-0.2,-8,1,3,-12,4,i,0
CC(C)NC(=O)C1(C)CCN1C(=O)C1(c2ccccc2)CCCC1 (stereo not given),-2,-0.2,1,3,3,-6,3,i,-9
N#CC1(NC(=O)COC(=O)c2cccc(-n3cnnn3)c2)CCCCC1,-3,0.1,-3,-1,1,-16,0,i,11
CCCOc1ccc(CSC(CC(=O)O)C(=O)O)cc1 (stereo not given),-5,1.2,-3,5,1,-2,0,i,1
CCNC(=S)NNC(=O)c1ccc(OC)cc1,-9,-0.6,0,-5,-3,1,3,i,-10
CCC(=O)Nc1ccccc1C(=O)OCC(=O)c1cccc2ccccc12,26,0.5,-3,0,-6,-1,1,i,-2
Cc1ccc(C(=O)NNC(=O)c2cccs2)cc1,-6,-0.9,-4,-3,1,-4,-5,i,3
COc1ccccc1N1CCN(CC(=O)Nc2ccccc2C(=O)NCCc2ccccc2)CC1,23,-0.5,-2,0,-3,-3,2,i,4
CSc1nnc(C)c(=O)n1COC(=O)c1ccc(S(=O)(=O)N2CCOCC2)cc1,-8,-0.8,-3,5,-1,2,-4,i,4
Fc1ccc(-c2n[nH]c(=S)c3ccccc23)cc1,-2,1.0,-4,2,2,-34,-2,i,-3
Cc1ccc(N(CC(=O)NC2CCCCC2)C(=O)CCCC(=O)Nc2ccccn2)cc1,7,-0.8,-2,-3,-1,0,-2,i,-2
O=C(CCN1C(=O)c2ccccc2S1(=O)=O)Nc1cc(Cl)ccc1Cl,6,-1.5,-2,4,1,11,-1,i,-7
CCN(CC)S(=O)(=O)c1ccc(N2CCOCC2)c(NC(=O)c2ccc(C#N)cc2)c1,-6,1.6,-9,5,2,24,1,i,3
O=C(C#Cc1ccccc1)Nc1ccccc1F,1,-0.4,-3,6,0,-10,-3,i,7
Cn1cccc1C(=O)OCC(=O)NC(=O)c1ccc(Cl)cc1,2,1.1,-1,3,-2,2,4,i,-10
CCOC(=O)c1cnn(-c2cc(Oc3ccccc3C)ncn2)c1N,23,2.7,1,-1,1,6,0,i,2
Cc1cc(NC(=O)CCN2CCC(C(N)=O)CC2)ccc1Br,-12,0.8,-12,-1,4,5,0,i,-5
CC1Oc2ccccc2N(CC(=O)Nc2ccc3c(c2)OCO3)C1=O (stereo not given),-7,0.8,-4,-2,2,-18,-6,i,-8
CCN(CC(=O)Nc1ccc(NC(C)=O)cc1)C(=O)c1oc2ccccc2c1C,-8,0.1,-8,4,0,-24,0,i,-10
CCOc1ccc(C(=O)CCC(=O)NC(CC(C)C)C(=O)OC)cc1 (stereo not given),-5,-0.9,-3,-4,2,3,3,i,-6
Oc1ccc(/C=C/c2ccnc3ccccc23)cc1,2,1.8,-4,-19,-7,-5,1,i,-3
COc1ccc2c(=O)c(N3C(=O)c4ccccc4C3=O)coc2c1,-1,-0.5,0,-3,1,-3,3,i,0
CC(C)Cn1c(N)c(C(=O)COC(=O)C2=COCCO2)c(=O)n(C)c1=O,-9,-0.6,-4,2,2,-36,2,i,-5
COc1ccc(-c2cc(-c3nnc(COC(=O)c4ccc(O)cc4)o3)c3ccccc3n2)cc1OC,10,2.5,-2,-9,-1,-3,-1,i,-1
Cc1cc(-c2nn(-c3ccccc3F)cc2CNCCc2cnc[nH]2)c(C)s1,-23,-0.8,-2,5,0,0,-5,i,4
COc1ccc(C(=O)Oc2ccc[nH]c2=O)cc1,-3,0.6,-10,.,2,-11,3,i,15
COC(=O)CC1C(=O)NCCN1C(=O)c1ccc2oc(C(C)C)nc2c1 (stereo not given),-4,-1.2,-1,0,-2,1,-3,i,-4
CCOC(=O)C1=C(O)/C(=C/c2cccc(OC)c2O)N=C1C,-5,3.8,-3,1,-5,-8,-4,i,-2
Cc1ccc(NC(=O)CN2CCN(C(=O)C3CC3)CC2)c(F)c1,-7,0.6,-10,.,-1,-16,1,i,-6
Cc1ccc(C(=O)OCCOc2cccc(Cl)c2)cc1S(=O)(=O)N1CCOCC1,25,0.2,-9,5,2,-3,-5,i,4
CCOC(=O)c1nn(-c2ccc3ccccc3c2)cc1O,2,4.1,-4,-2,0,5,-3,i,5

# More results
molecule,FAS-TE inh,MsrA inh,bovine MsrA act,MT1-MMP act inh,Rin1-Abl PPI inh,PABP1 MLLE inh,CSN inh,Rpn11 block,eLon inh
Cc1ccc(C(=O)COC(=O)c2n[nH]c(=O)c3ccccc23)cc1,3,0.1,-6,0,0,-5,-2,i,-1
CCN1CCN(c2ccc(NC(=O)c3ccc(OC)c(S(=O)(=O)N4CCCC4)c3)cc2)CC1,-2,-0.6,-2,-2,4,-36,-3,i,-7
O=C(COC(=O)c1ccccc1Cl)Nc1cccc(S(=O)(=O)N2CCCCC2)c1,17,0.6,-2,3,-5,-13,-5,i,-10
O=C1NC(Cc2c[nH]c3ccccc23)C(=O)N1CCOc1ccc(F)cc1 (stereo not given),0,0.5,-6,2,0,-19,2,i,7
Cc1ccc(CNc2cc(C(=O)O)ccc2C)s1,-2,-2.1,-1,-10,-2,-14,-2,i,-4
Cc1ccn2cc(CNS(=O)(=O)c3ccc4c(c3)OCCO4)nc2c1,-9,-0.1,-2,5,1,7,-2,i,-6
COc1ccc(NS(=O)(=O)c2c(C)n(C)c(=O)n(C)c2=O)cc1OC,-10,-0.1,-2,-1,1,0,-2,i,-12
O=C(COC(=O)[C@@H]1CCCN1S(=O)(=O)c1ccccc1F)NCc1ccc2c(c1)OCO2,6,-0.3,-4,1,3,-1,-6,i,-1
COc1ccc(CC(=O)Nc2ccc(S(=O)(=O)N3CCCC3)cc2)c(OC)c1,-3,-0.2,0,-2,4,-25,-1,i,-3
Cn1c(=O)[nH]c(=O)c2c1nc(Br)n2CCCO,-5,-1.0,-15,12,2,6,-2,i,-4
COc1ccc(NC(=O)CSc2nc3ccccc3c(=O)n2CCCO)cn1,0,-0.3,-3,2,0,3,-1,i,0
O=C(CNC(=O)c1cccc(Cl)c1)N/N=C/C=C/c1ccccc1,12,0.8,-5,-1,-1,8,-14,i,-18
